# RGS4 inhibitor: blocks human RGS4-accelerated GTP hydrolysis. P49798. Transcreener GDP fluorescence polarization, RGS4-accelerated GTP hydrolysis. Potency, µM (top dose mostly 114 µM), inactives show top-dose activity change, negative = inhibition, hits mostly inhibitors. 390,000 tested, 0.039% active. AID 504845; further: potency means the concentration at half of the fitted maximal effect; on the % scale 0 is the no-effect control and ±100 the full control effect; nearly all actives have a fitted effect of over 75% in size; some results filed as inactive show a strong effect at the top dose
#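 MLSMR compounds (23 nl, pin-transferred) preincubated 10 min at room temperature with a 500nM (2x) first reagent, then RGS4 at 900nM (2x) plus Transcreener GDP mix added; fluorescence polarization (620/688 nm) read before and after 90 min at 30 °C.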
# Vif-A3F inh: inhibitors of Vif-A3F interaction; Potency, µM (titrated, usually from 46.1 µM), without a hit: at the top dose activity, negative = active; AID 602313; HeLa A3F-eYFP + Vif (tagged APOBEC3F with the HIV-1 protein that degrades it), YFP fluorescence increase; 390,000 tested, 0.2% active; further: potency means the concentration at half of the fitted maximal effect; % of control where 0% means no effect; nearly all actives have a fitted effect of over 65% in size
#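 HeLa cells stably expressing Vif plus C-terminally eYFP-tagged A3F were seeded, incubated overnight at 37 deg C, dosed with compound, incubated overnight again at 37 deg C. Yellow fluorescence (Ex 488/Em 500-530) reported blocked Vif-mediated A3F-eYFP degradation.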
# D2 agonist: activates the human D2 dopamine receptor; P14416; activation, % at 2 µM; HEK293 T-REx D2 cells, calcium flux agonist mode; 340,000 tested, 0.53% active;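 active means activation over 3 SD above normal in the single-dose calcium agonist read, cut at about 30% in these data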; further: 0% is about no effect
#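 Agonism is scored from calcium flux in a force-coupled, inducible HEK293 cell line expressing D2, read kinetically for 180 s after compound addition against dopamine controls.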
# LDHA block: inhibitors of human lactate dehydrogenase A | P00338 | purified LDHA, NADH/diaphorase-resazurin fluorescence; hits give low values | activity change, % (values are at about 110 or 230 µM) | 480,000 tested, 0.15% active | AID 1347041; in the data active means activity change below about -30%; inconclusive means mostly about -25% to -30%;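 further: plate controls were DMSO wells for no effect and wells without enzyme for full effect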
#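 Enzyme activity of human lactate dehydrogenase 5 (2 nM; 0.06 mM NADH, 0.2 mM pyruvate, 5 min, RT) is measured via a resazurin/diaphorase fluorescence readout of residual NADH.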
# ALOX12 inh: inhibitors of human 12S-lipoxygenase ALOX12; purified 12hLO, xylenol orange hydroperoxide absorbance; 580,000 tested, 1.1% active; P18054; Potency, µM (series often up to 108 µM), inactives show top-dose activity change, negative = inhibition, actives largely listed as inhibitors; further: potency means the concentration at half of the fitted maximal effect; on the % scale 0 is the no-effect control and ±100 the full control effect
# Target sequence (P18054 whole entry, looked up): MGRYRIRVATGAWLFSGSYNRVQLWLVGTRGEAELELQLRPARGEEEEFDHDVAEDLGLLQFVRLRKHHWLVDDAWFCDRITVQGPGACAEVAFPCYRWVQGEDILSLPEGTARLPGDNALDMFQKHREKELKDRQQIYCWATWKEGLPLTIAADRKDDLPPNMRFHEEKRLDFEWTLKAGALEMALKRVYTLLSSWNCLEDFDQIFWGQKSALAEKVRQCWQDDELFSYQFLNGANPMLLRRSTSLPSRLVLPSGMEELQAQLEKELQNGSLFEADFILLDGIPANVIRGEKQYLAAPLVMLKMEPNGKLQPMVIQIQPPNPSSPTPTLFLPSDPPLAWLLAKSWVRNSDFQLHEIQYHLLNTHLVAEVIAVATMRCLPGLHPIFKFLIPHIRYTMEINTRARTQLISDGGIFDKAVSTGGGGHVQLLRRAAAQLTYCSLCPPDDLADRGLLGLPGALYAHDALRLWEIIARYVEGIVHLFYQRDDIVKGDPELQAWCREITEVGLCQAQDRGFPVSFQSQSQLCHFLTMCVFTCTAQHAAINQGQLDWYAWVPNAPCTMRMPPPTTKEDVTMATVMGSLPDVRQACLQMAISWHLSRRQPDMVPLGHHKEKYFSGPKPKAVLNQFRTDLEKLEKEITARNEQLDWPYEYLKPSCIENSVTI
#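 Hydroperoxide product was detected by ferrous iron/xylenol orange as the 573 to 405 nm absorbance ratio. Arachidonic acid at 40 uM (final) was turned over for 30 min at room temperature by 150 nM human 12hLO, pH 7.0 Hepes buffer, after 15 min compound preincubation.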
# GRP78 ERSR act: induces the endoplasmic reticulum stress response in human glioma cells | U87-MG GRP78 promoter luciferase reporter, 16 h | Potency, µM, inactives show at the highest dose activation, hits mostly activators | 420,000 tested, 0.02% active | AID 602332; further: potency means the concentration at half of the fitted maximal effect; series mostly up to about 76 µM; % of control where 0% means no effect; nearly all actives have a fitted effect of over 35% in size
#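 Stably transfected U87-MG human glioma cells carrying a GRP78-based luminescent sensor were seeded at 1000 cells/well, pin-dosed with compounds and incubated 16 h. Luciferase reagent was then added, and end-point luminescence was read after 10 min at room temperature.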
# ERG Ets-DNA blk: inhibitors of human ERG Ets domain-DNA interaction; P11308; fluorescence polarization, His-ERG Ets domain / labelled DNA; Potency, µM (titrated, usually from 76.9 µM), for the others: at the top dose FP activity, negative = inhibition, most hits filed as inhibitors; 370,000 tested, 0.028% active; active means well fitted inhibition curve with a large enough effect in the polarisation, with a control signal flat; inconclusive means small, poorly fitted or top-dose-only effect, or effect the other way, or a change in a side signal; inactive means no such curve, though single readings can be large or run the other way; the % refers to the polarisation;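 further: polarization taken with two DNA probes labelled with fluorescein and Texas red; potency means the concentration at half of the fitted maximal effect; % of control where 0% means no effect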
#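 His-tagged ERG Ets domain (1 uM in the protein solution; 300mM KCl, 50mM Tris-HCl, 1mM EDTA, 1mM DTT, pH 7.5) received compound, then a probe mix of 5 nM fluorescein-DNA and 100nM Texas-615-DNA. Fluorescence polarization was read for both dyes.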
# Vif-APOBEC3G blk: Vif-A3G binding inhibition. HeLa A3G-eYFP + Vif (tagged APOBEC3G with the HIV-1 protein that degrades it), YFP fluorescence, overnight. Potency, µM (doses to about 46.1 µM), without a hit: at the highest dose activity, negative = active, actives largely listed as inhibitors. 410,000 tested, 0.076% active. AID 602310;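 further: potency means the concentration at half of the fitted maximal effect; on the % scale 0 is the no-effect control and ±100 the full control effect; nearly all actives have a fitted effect of over 60% in size; hits raise eYFP signal because A3G escapes Vif-driven loss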
# Target sequence (Q9HC16 whole entry, looked up): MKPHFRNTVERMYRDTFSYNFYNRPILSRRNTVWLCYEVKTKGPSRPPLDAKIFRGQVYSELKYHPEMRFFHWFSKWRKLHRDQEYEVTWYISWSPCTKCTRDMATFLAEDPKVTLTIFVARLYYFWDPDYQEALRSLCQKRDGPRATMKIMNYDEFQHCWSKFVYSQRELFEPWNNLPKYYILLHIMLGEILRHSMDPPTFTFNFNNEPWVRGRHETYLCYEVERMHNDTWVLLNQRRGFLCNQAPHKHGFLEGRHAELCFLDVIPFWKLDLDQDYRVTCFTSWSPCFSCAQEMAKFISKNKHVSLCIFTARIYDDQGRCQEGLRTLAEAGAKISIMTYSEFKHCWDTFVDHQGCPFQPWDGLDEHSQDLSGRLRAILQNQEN
#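 HeLa cells stably expressing Vif and C-terminally eYFP-tagged A3G, seeded overnight at 37 deg C, then exposed to compound by pintool overnight at 37 deg C. Rise in yellow fluorescence (Ex 488/Em 500-530, Acumen) marks blocked Vif-driven A3G degradation.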
# D2 antagonist: antagonizes the human D2 dopamine receptor; P14416; HEK293 TREx D2 cells, calcium flux, dopamine EC80; inhibition, % at 10 µM; 340,000 tested, 2% active; AID 485344; in the data active means inhibition above about 30%; further: 0% is about no effect
#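 Tetracycline-induced HEK293 TREx cells expressing D2 receptor forced-coupled to calcium signalling, loaded with no-wash calcium dye. Compounds added and calcium flux read 180 s, then dopamine added at EC80 and read a further 180 s.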
# An asterisk follows results filed as active; ? = inconclusive; / = not tested or not shown; & = joins results of further samples; [ ] = remark or other dose. Unless noted, the call rests on the fitted dose curve; in most records, active means well fitted curve in the direction sought with a large enough effect; inconclusive means small, poorly fitted or top-dose-only effect, or another doubt; inactive means no such curve, though single readings can be large; an effect the other way counts as inactive or inconclusive.
compound	RGS4 inhibitor	Vif-A3F inh	D2 agonist	LDHA block	ALOX12 inh	GRP78 ERSR act	ERG Ets-DNA blk	Vif-APOBEC3G blk	D2 antagonist
O=C(Nc1ccc(Br)cc1)C1CCCN(S(=O)(=O)c2cccnc2)C1 (centres undefined)	10%	3%	-0.1	0	11%	-6%	-17%	3%	-2
CCS(=O)(=O)c1nc2ccccc2n1CC(=O)N1CCOCC1	-6%	3%	0.8	-1	17%	-6%	-7%	2%	-18
CN(C(=O)c1cc2c(=O)n3ccccc3nc2n1C)C1CCCCC1	-32%	3%	0.0	-2	?	-5%	0%	-1%	10
COc1cccc(NC(=O)c2ccc(-n3cccn3)nc2)c1	36%	-4%	/	-17	-13%	2%	4%	-2%	/
CCOC(=O)c1ccc(N2C(=O)C3CCCN3C2=S)cc1 (centres undefined)	-47%	3%	/	-11	?	6%	-6%	-9%	/
Cc1ccc(CN2CC(C(=O)Nc3ccc(C)c(S(=O)(=O)N4CCCCC4)c3)CC2=O)cc1 (centres undefined)	-34%	-3%	/	5	-13%	-3%	14%	0%	/
COc1ccccc1/C=C/C(=O)Nc1ccc2c(c1)CCC2	17%	0%	/	-4	-27%	5%	2%	0%	/
COC(=O)c1ccccc1S(=O)(=O)N1CCC(C(=O)NCc2ccccn2)CC1	/	1%	/	4&4	?	-3%	/	2%	/
Cc1ccc(C(=O)N/C(=C\c2cccs2)C(=O)NCCCN2CCOCC2)cc1	-15%	18%	0.0	-8	20%	-6%	0%	1%	-5
Cc1c(Cl)cccc1Nc1ncccc1C(=O)O	-4%&-45%	7%&-3%	0.5	-5&-4	76%&-3%[activator]	3%&4%&1%	8%&-15%	0%&-2%	-1
COc1ccc(NS(=O)(=O)c2cc(C(=O)OC(C)C(=O)N3CCOCC3)ccc2Cl)cc1 (centres undefined)	-26%	9%	-1.0	2	9%	0%	-14%	1%	0
CCNCCNC(=O)c1c(O)c2ccccc2n(CC)c1=O	-2%	-2%	/	10	-20%	-3%	-6%	3%	/
Cc1ccc(C)c(N2CCN(CCCNC(=O)c3ccc4nc(N5CCCCC5)sc4c3)CC2)c1	-22%	0%	/	-5	-24%	0%	9%	6%	/
COC(=O)c1sc(N)nc1C(C)(C)C	-7%	-2%	0.0	-3	0%	-3%	-4%	0%	-5
COc1ccc(OC)c(CN2CCN(C(=O)c3ccc(C)c(S(=O)(=O)Nc4ccccc4OC)c3)CC2)c1	0%	-11%	/	3	8%	-3%	4%	0%	/
COc1ccc(OC(=O)c2nc(SCc3ccc(C)cc3)ncc2Cl)cc1	6%	8%	1.3	-2	-7%	-3%	1%	0%	/
Cc1cccc(C)c1-n1ncc(C(=O)NCCN2CCN(C)CC2)c1C1CCN(C(=O)OC(C)(C)C)CC1	-6%	3%	/	-3	-15%	-2%	2%	0%	/
Cc1ccc2nc(CSc3nnc(-c4ccco4)n3-c3ccccc3)cc(=O)n2c1	4%	-9%	/	1	0%	-3%	9%	-8%	/
Cc1nc2ccccn2c(=O)c1NC(=O)c1cccc(F)c1	3%	4%	0.5	-4	-4%	-1%	1%	3%	/
N/C(=N\OC(=O)Nc1cccc(C(F)(F)F)c1)c1ccno1	-1%	4%	0.0	0	0%	-6%	8%	0%	7
O=C(CCc1ccc(S(=O)(=O)NCCc2ccccc2)cc1)Nc1ccc2c(c1)OCO2	-9%	1%	-1.6	10	2%	0%	-1%	-2%	2
C=CCn1c(SCC(=O)NC(=O)NC)nnc1C1CCCCC1	-2%	10%	0.2	2	-3%	-3%	6%	0%	-8
Cc1cc(Cl)ccc1NC(=S)N1CCC(C(N)=O)(N2CCCCC2)CC1	-19%	6%	0.7	-10	3%	-4%	0%	0%	2
O=C(O)c1ccc(CSc2nc3ccccc3c(=O)n2-c2ccccc2)cc1	5%	10%	58*	1	11%	-1%	-4%	1%	48*
O=C(Cc1c(F)cccc1Cl)N(Cc1ccccc1)c1ccccn1	17%	-1%	-0.1	1	5%	-3%	-3%	-2%	-1
Clc1ccccc1-c1nnn(Cc2ccc(-c3nn[nH]n3)cc2)n1	-19%[11.4 µM]	2%	0.5	-16	9%	0%	8%	5%	-1
O=C(NNC(=O)C1CC1)c1ccc(-c2ccccc2)cc1	-33%	-3%	-0.4	-3	20%	-1%	/	1%	-8
COc1ccc2cc(C3=CC(=O)C[C@H](c4ccc5c(c4)OCO5)C3)ccc2c1	-14%	-8%	-1.5	-2	-5%	-2%	13%	-2%	13
CN(Cc1ccccc1)C(=O)COC(=O)c1ccccc1SCC(=O)N1CCCC1	-1%	-7%	/	-8	-2%	0%	-2%	1%	/
COc1ccc(N(C(=O)c2ccn[nH]2)C(C(=O)NC(C)(C)C)c2ccc(F)cc2)cc1 (centres undefined)	35%	-2%	0.9	2	33%[activator]	-4%	-7%	1%	-7
Cc1ccc(/C(O)=C2\C(=O)C(=O)N(CCc3c[nH]c4ccccc34)C2c2cccnc2)cc1 (centres undefined)	10%	0%	-0.3	-2	-7%	-4%	-2%	0%	9
Cc1cccc(OCC(=O)Nc2ccc3c(c2)nc(CN2CCCCC2)n3C)c1	-3%&-15%	-2%&1%	-0.3&-0.9	8&3	?	-12%&-7%	5%&-1%	1%&1%	-3
CC(C(=O)c1c[nH]c(C(N)=O)c1)c1ncc(C(F)(F)F)cc1Cl (centres undefined)	-4%	3%	1.0	-7	4%	0%	4%	-2%	-5
c1ccc2c(c1)nc(CN1CCOCC1)n1c3ccccc3nc21	-4%	-18%	-0.2	-3	3%	4%	-4%	4%	1
Cc1c(C)c2cc3c(c(C)c2oc1=O)OCN(CCc1ccc(F)cc1)C3	9%	2%	0.0	-11	-14%	2%	1%	1%	/
CC(=O)c1nn(-c2ccc(Cl)cc2)cc1C(=O)c1ccc(C)cc1	10%	-12%	/	-19	112%[activator]	1%	?	0%	/
CCC(CC)C1=NN2C(=N)/C(=C\c3cc(C)n(-c4cccc(C)c4)c3C)C(=O)N=C2S1	-23%	3%	4.1	2	1%	-4%	1%	2%	-2
CC1=NN(C(N)=S)C(=O)C1N=Nc1ccc(Cl)cc1Cl (centres undefined)	-27%	3%	-0.9	-8	0%	13%	6%	1%	-8
O=C(Oc1ccccc1-c1csnn1)c1cccs1	-1%	-16%	-0.1	-4	?	-3%	10%	0%	-21
CCN(CC)S(=O)(=O)c1ccc(NC(=O)COC(=O)CNS(=O)(=O)/C=C/c2ccccc2)cc1	5%	-11%	-2.2	-4	13%	-7%	1%	0%	-3
COc1cc(NS(C)(=O)=O)cc(OC)c1OC	0%	0%	0.3	-11	-12%	1%	-6%	3%	30*
COc1ccc(/C=N/NC(=O)c2ccccc2F)cc1CN1CCN(c2ccc(F)cc2)CC1	-22%	1%	-0.7	1	2%	1%	-4%	0%	-4
Cc1ccc(C)c(N2CCN(C(=O)CCc3nc(-c4ccccc4Br)no3)CC2)c1	-8%	9%	/	-1	1%	7%	6%	1%	/
O=Cc1ccccc1OCCCOc1cccc2cccnc12	28%	-2%	-1.0	3	9%	0%	-1%	?	-3
C=CCn1c(CCNC(=O)c2ccccc2F)nnc1SCC(=O)Nc1nc(C)cs1	23%	-20%	-0.3	-2	0%	0%	8%	-10%	-6
Cc1ccc[n+](/C(C(=S)NCc2ccco2)=C(/[O-])c2ccccc2Cl)c1	-48%	5%	0.3	-4	0%	-1%	0%	1%	3
CCCCNC(=O)C1CCN(Cc2ccc(OCc3ccccc3)cc2)CC1	9%	-3%	/	-15	?	1%	-4%	0%	0
COc1ccc2c(c1)c1nnc(SCC(=O)NC3CC3)nc1n2C	-4%	-11%	0.7	2	11%	6%	11%	1%	-3

# One compound at a time, from the list above. Order of values: RGS4 inhibitor, Vif-A3F inh, D2 agonist, LDHA block, ALOX12 inh, GRP78 ERSR act, ERG Ets-DNA blk, Vif-APOBEC3G blk, D2 antagonist
# CCCCNC(=O)C1CCN(Cc2ccc(OCc3ccccc3)cc2)CC1 reads 9%, -3%, /, -15, ?, 1%, -4%, 0%, 0
# COc1cc(NS(C)(=O)=O)cc(OC)c1OC reads 0%, 0%, 0.3, -11, -12%, 1%, -6%, 3%, 30*

# Other structures follow.
compound	RGS4 inhibitor	Vif-A3F inh	D2 agonist	LDHA block	ALOX12 inh	GRP78 ERSR act	ERG Ets-DNA blk	Vif-APOBEC3G blk	D2 antagonist
O=C(CN1C(=O)NC2(CCCCC2)C1=O)Nc1cc(C(F)(F)F)ccc1N1CCCCC1	-22%	?	/	-2	-6%	-4%	-2%	-8%	/
COc1ccc(NC(=O)COc2ccccc2Cc2ccccc2)cc1S(N)(=O)=O	-27%	5%	-0.7	-7	2%	-3%	-3%	1%	12
CCCCOC(=O)c1ccc(NC(=O)c2c(N)n(C)c(=O)[nH]c2=O)cc1	23%	9%	/	-18	?	-3%	-7%	0%	/
COC(=O)c1c(NC(=O)COC(=O)c2ccc(NC(=O)CC#N)cc2)sc2c1CCCCC2	-49%	?	1.2	-7	-18%	-5%	8%	-1%	5
O=C(Nc1cc(Cl)ccc1Cl)c1cc2nc(-c3ccc4c(c3)OCO4)cc(C(F)(F)F)n2n1	-23%	3%	-0.6	0	-18%	-2%	-4%	-5%	/
Cc1ccnc(NS(=O)(=O)c2ccc(NC(=O)c3cc(-c4ccc(Br)cc4)nc4ccccc34)cc2)n1	18%	?	/	-9	-33%	0%	1%	-9%	/

# These rows are one share of the data; the hit share may differ from the screen's.
